ELG1 genotox: qHTS screen for small molecules that induce genotoxicity in human embryonic kidney (HEK293T) cells expressing luciferase-tagged ELG1. HEK293T ELG1-luciferase reporter, luminescence, 16 h. Potency, µM (doses to about 46 µM), for inactives: at the highest dose activity change, positive = activation, actives largely listed as activators. actives 1.3% (n = 330,000). AID 504466, 2011; note: potency is the fitted concentration of half-maximal effect; % of control where 0% means no effect; nearly all actives have a fitted effect of over 60% in size
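Luminescence read-out: rising ELG1-luciferase signal, reflecting elevated ELG1 protein under genetic stress, flags genotoxic compounds. Cells were treated for 16 hr at 37 °C before ONE-Glo detection.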
p53 reactivator: qHTS assay for re-activators of p53 using a Luc reporter | Potency, µM (highest dose often 92.2 µM), without a hit: at the highest dose activity change, positive = activation, most hits filed as activators | actives 0.063% (n = 320,000) | H1299 p53-A138V BP100-luciferase reporter, luminescence, 24 h; note: potency is the fitted concentration of half-maximal effect; % of control where 0% means no effect; nearly all actives have a fitted effect of over 45% in size
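p53-null H1299 cells stably carrying temperature-sensitive p53-A138V and a BP100-luciferase reporter were pinned with compounds (4-point, 1:5 series) and held 24 hrs at 37 deg C. Luminescence was read 10 min after detection reagent.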
Giardia killer: Small Molecules that selectively kill Giardia lamblia: qHTS | Giardia lamblia trophozoite viability | activity change, % at 7.66 µM, hits read low | actives 0.15% (n = 340,000) | AID 540267, 2011; in the data active = activity change below about -80%; inconclusive = between about -30% and that limit;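 note: parasites exposed to compound for two days anaerobically before the ATP read; % is set by controls: 0 for no effect and ±100 for the full control effect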
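Giardia trophozoites, 100 cells per well, were exposed to compounds for 48 hrs at 37 deg C under anaerobic conditions; viability was then read as ATP content by bioluminescence after 15-30 min at room temperature.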
Menin MLL FP TR: qHTS Assay for Inhibitors Targeting the Menin-MLL Interaction in MLL Related Leukemias: Competition With Texas Red Labeled MLL-derived Mutant Peptide; Menin + Texas Red MLL mutant peptide, fluorescence polarization; Potency, µM (series often up to 61.6 µM), for the others: at the top dose FP activity change, negative = inhibition, most hits filed as inhibitors; actives 0.23% (n = 270,000); AID 1768, 2009; active = well fitted inhibition curve with a large enough effect in the polarisation, with a control signal flat, not every such curve was filed as active; inconclusive = small, poorly fitted or top-dose-only effect, or effect the other way, or a change in a side signal; inactive = no such curve, though single readings can be large or run the other way; the % refers to the polarisation; note: potency is the fitted concentration of half-maximal effect; % of control where 0% means no effect; many of its hits are not listed in these tables
Target sequence (O00255 whole entry, looked up): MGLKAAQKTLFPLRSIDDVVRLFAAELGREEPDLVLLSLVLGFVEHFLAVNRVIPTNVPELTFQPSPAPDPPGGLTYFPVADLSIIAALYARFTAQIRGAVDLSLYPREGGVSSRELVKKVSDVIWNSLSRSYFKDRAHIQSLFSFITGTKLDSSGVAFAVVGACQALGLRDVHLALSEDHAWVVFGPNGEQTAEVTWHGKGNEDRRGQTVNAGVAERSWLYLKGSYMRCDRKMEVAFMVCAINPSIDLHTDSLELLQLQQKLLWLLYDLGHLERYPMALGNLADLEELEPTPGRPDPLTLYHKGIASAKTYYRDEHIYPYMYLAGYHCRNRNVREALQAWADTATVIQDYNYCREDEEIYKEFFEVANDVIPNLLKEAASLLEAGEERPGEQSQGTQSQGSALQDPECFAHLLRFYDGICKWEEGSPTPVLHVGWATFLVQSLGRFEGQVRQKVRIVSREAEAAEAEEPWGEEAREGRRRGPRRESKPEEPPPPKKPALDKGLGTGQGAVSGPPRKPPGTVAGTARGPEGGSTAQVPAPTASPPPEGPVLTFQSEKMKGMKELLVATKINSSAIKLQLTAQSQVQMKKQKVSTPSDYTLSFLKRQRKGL
Rab9 prom act: qHTS Assay for Rab9 Promoter Activators | Huh7 Rab9 promoter-luciferase reporter, luminescence, 24 h | Potency, µM (titrated, usually from 9.22 µM), inactives show at the highest dose activation, negative = inhibition, usual class: activators | actives 2.8% (n = 320,000); note: potency is the fitted concentration of half-maximal effect; % of control where 0% means no effect; nearly all actives have a fitted effect of over 60% in size
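Huh7 cells stably carrying a Rab9 promoter-luciferase reporter, 1500 cells per well in OP-MEM I with 10% FBS, treated with compound 24 hours at 37C. Luciferase activity read by luminescence after 10 minutes with Amplite reagent.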
BRCA1 expr up: qHTS Assay to Identify Small Molecule Activators of BRCA1 Expression; MCF7-BRCA1-FFLuc reporter, luminescence, 48 h; response scale: scaled: vehicle 0%, 10 µM genistein 100%; Potency, µM (top dose mostly 46.1 µM), for the others: top-dose activation, hits mostly activators; actives 1.1% (n = 380,000); note: potency is the fitted concentration of half-maximal effect; nearly all actives have a fitted effect of over 80% in size; some results filed as inactive show a strong effect at the top dose
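First, MCF7-BRCA1-FFLuc cells (2000/well) attach for 2 h; next, compounds are pin-added and incubated 48 h at 37 °C; finally, luciferase reagent is added and luminescence read after 15 min.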
PKM2 activator: qHTS Assay for Activators of Human Muscle isoform 2 Pyruvate Kinase; Pyruvate kinase PKM (Homo sapiens), P14618; purified PKM2, Kinase-Glo ATP luminescence, activation; response scale: 0% is enzyme alone, no compound; Potency, µM (top dose mostly 57.5 µM), for inactives: at the highest dose activation, most hits filed as activators; actives 0.34% (n = 260,000); note: potency is the fitted concentration of half-maximal effect; % is set by controls: 0 for no effect and ±100 for the full control effect; nearly all actives have a fitted effect of over 55% in size
Target sequence (P14618 whole entry, looked up, canonical isoform): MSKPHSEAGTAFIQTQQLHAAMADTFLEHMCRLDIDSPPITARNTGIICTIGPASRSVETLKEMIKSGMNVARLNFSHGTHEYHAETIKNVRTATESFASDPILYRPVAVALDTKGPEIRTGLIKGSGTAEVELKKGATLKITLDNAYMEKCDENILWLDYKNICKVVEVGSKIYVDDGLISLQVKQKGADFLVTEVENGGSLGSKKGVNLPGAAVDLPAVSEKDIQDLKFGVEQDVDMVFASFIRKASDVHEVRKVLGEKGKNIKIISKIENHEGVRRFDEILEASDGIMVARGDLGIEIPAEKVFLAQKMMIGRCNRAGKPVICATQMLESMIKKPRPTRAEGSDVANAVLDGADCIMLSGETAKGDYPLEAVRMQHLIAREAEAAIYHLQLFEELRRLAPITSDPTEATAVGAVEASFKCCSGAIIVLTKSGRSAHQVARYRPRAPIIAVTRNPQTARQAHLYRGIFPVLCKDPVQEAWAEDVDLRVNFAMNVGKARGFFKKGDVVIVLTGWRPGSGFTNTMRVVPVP
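Kinase-Glo luminescence reports ATP generated from ADP (0.1 mM) and PEP (0.5 mM) by purified hPK-M2 after 1 h at room temperature, pH 7.2 imidazole buffer; intermediate enzyme activity allows detecting inhibitors and activators.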
FLuc modulator: qHTS profiling assay for firefly luciferase inhibitor/activator using purifed enzyme and Km concentrations of substrates (counterscreen for miR-21 project); Potency, µM (top dose mostly 57.5 µM), for inactives: at the top dose activity change, negative = inhibition, most hits filed as inhibitors; Luciferin 4-monooxygenase (Photinus pyralis), P08659; actives 6.9% (n = 360,000); purified FLuc, Km substrates, luminescence inhibition;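 note: potency is the fitted concentration of half-maximal effect; plate controls were vehicle for no effect and reference inhibitor for full effect; nearly all actives have a fitted effect of over 55% in size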
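Biochemical qHTS of compounds, final roughly 60 µM downward over six points, against 10 nM purified firefly luciferase using Km concentrations of substrates (10 uM D-luciferin, 10 uM ATP) in Tris acetate pH 7.5 buffer; luminescence output.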
NPC1 promoter act: qHTS Assay for NPC1 Promoter Activators; Potency, µM (series often up to 9.22 µM), inactives show top-dose activation, actives largely listed as activators; actives 2.4% (n = 320,000); Huh7 NPC1 promoter luciferase reporter, 24 h; AID 485313, 2010;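 note: potency is the fitted concentration of half-maximal effect; % of control where 0% means no effect; nearly all actives have a fitted effect of over 60% in size; reporter is driven by a mutant NPC1 promoter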
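Cells: Huh7 expressing luciferase under the NPC1 promoter, 1500/well. Seeded 2 h, compound added, incubated 24 h at 37 °C. Luciferase reagent, 10 min ambient, then luminescence.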
RORg inh: qHTS for inhibitors of ROR gamma transcriptional activity. Potency, µM (highest dose often 53.6 µM), without a hit: at the top dose activity change, negative = inhibition, most hits filed as inhibitors. actives 5.4% (n = 310,000). Drosophila S2 Gal4-RORgamma UAS-luciferase reporter, 20 h. Nuclear receptor ROR-gamma (Mus musculus), P51450. AID 2551, 2010; note: potency is the fitted concentration of half-maximal effect; % is set by controls: 0 for no effect and ±100 for the full control effect; nearly all actives have a fitted effect of over 60% in size
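Drosophila S2 cells stably expressing Gal4-DBD/mouse RORγ fusion under metallothionein promoter plus UAS-luciferase; compound 1 h, then 700 uM CuSO4 induction for 20 h at ambient temperature; inhibition read as reduced luminescence.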
VP16 counter: VP16 counterscreen qHTS for inhibitors of ROR gamma transcriptional activity; Drosophila S2 Gal4-VP16 UAS-luciferase, luminescence, 20 h; Potency, µM (series often up to 53.6 µM), for the others: at the highest dose activity, negative = inhibition, usual class: inhibitors; actives 3.5% (n = 310,000); AID 2546, 2010;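 note: Gal4-VP16 expression switched on by copper sulfate through the metallothionein promoter; potency is the fitted concentration of half-maximal effect; % is set by controls: 0 for no effect and ±100 for the full control effect; nearly all actives have a fitted effect of over 50% in size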
* = called active by the depositor; ? = inconclusive; . = no result given; [ ] = another dose, or the depositor's remark. Unless noted, calls come from the whole dose curve; as a rule, active = well fitted curve in the direction sought with a large enough effect; inconclusive = small, poorly fitted or top-dose-only effect, or another doubt; inactive = no such curve, though single readings can be large; an effect the other way counts as inactive or inconclusive. This is a subset; rates above refer to the full screens.

Order of values: ELG1 genotox, p53 reactivator, Giardia killer, Menin MLL FP TR, Rab9 prom act, BRCA1 expr up, PKM2 activator, FLuc modulator, NPC1 promoter act, RORg inh, VP16 counter
#1 CC1CC(C)CN(S(=O)(=O)c2ccc(C(=O)NN3CCOCC3)cc2)C1 (configuration not stated)
  2.0%, 0.6%, -17.2, -0.8%, -1.2%, 21.1%, 1.6%, -2.0%, -4.4%, -10.8%, 4.0%
#2 CCOC(=O)N1CCN(C(=O)c2cccc(NS(=O)(=O)c3ccc(F)c(F)c3)c2)CC1
  1.8%, 7.2%, -1.0, -7.3%, -5.1%, -12.9%, -2.8%, 2.5%, -3.7%, -1.9%, -2.6%
#3 CC(=O)c1ccc(OC(=O)CCc2nc3ccccc3s2)cc1
  -1.2%, -0.3%, 9.7, -0.3%, -0.7%, 3.7%, -6.2%, -17.9%, -2.5%, ?, 15.7%
#4 Cc1ccc(S(=O)(=O)N2CCOCC2)cc1C(=O)NCc1ccc(F)cc1
  0.6%, -4.5%, -4.1, 22.8%, -5.6%, 2.4%, -8.8%, -1.5%, -0.1%, 28.3%, 3.5%
#5 CCOC(=O)C1CCCN(Cc2ccccc2Cl)C1 (configuration not stated)
  -0.4%, -2.1%, 7.7, -6.7%, -17.6%, 3.8%, -1.5%, 1.8%, -3.7%, -6.8%, -3.2%
#6 Cc1ccc2nc3c(cc(C(=O)NCCc4ccccc4)c(=N)n3CC3CCCO3)c(=O)n2c1 (configuration not stated)
  -12.7%, -5.3%, -4.9, -15.2%, 0.3%, -20.1%, 0.6%, -2.2%, 0.7%, 20.8%, -0.8%
#7 O=C1Nc2ccccc2SC(c2ccccc2)C1O (configuration not stated)
  -0.1%, -0.5%, -17.9, 13.4%, 4.0%[1.84 µM], 8.2%, -16.4%, -10.4%, 11.4%, -2.7%, 4.5%
#8 Fc1ccccc1NC(=S)N(CCN1CCCCCC1)Cc1cccs1
  -11.8%, 11.5%, -12.0, 11.6%, -2.3%, -2.0%, -7.5%, -4.7%, 4.2%, 12.0%, -3.4%[10 µM]
#9 COCCCNC(=O)Cn1nnc(-c2ccc(NC(=O)c3ccccc3OC)cc2)n1
  1.0%, 8.0%, -1.1, -17.8%, 3.1%, 3.1%, -4.5%, -18.5%, 14.1%, ?, -16.8%
#10 CCS(=O)(=O)N1CCN(S(=O)(=O)c2ccc(F)cc2)CC1
  -0.9%, -2.4%, -13.0, -10.1%, -0.9%, 0.7%, 27.3%, 1.5%, 0.7%, -27.1%, -9.5%
#11 Cc1ccc(NC(=O)N2CCCC2)cc1Cl
  10.4%, -1.6%, -0.6, -3.4%, 28.4%, 71.0%, -5.7%, -19.8%, 16.7%, -12.0%, -0.5%
#12 CC1(C)Cn2c(nnc2-c2cccc(O)c2)S1
  3.3%, 11.4%, -0.3, -12.9%, -2.2%, 25.1%, 7.4%, -10.3%, 4.2%, 0.0%, -5.4%
#13 O=C(O)c1nn(CC(=O)N2CCC(Cc3ccccc3)CC2)c(=O)c2ccccc12
  -2.6%, -3.3%, 4.4, ?, 3.1%, -13.0%, ., -1.2%, 1.7%, 38.6%, 0.3%
#14 C#CCn1c(=O)cc(C)c2ccccc21
  5.1%, 4.2%, -16.5, 2.4%, -0.1%, -10.4%, 0.1%, 1.8%, -2.3%, -0.3%, -19.0%[10 µM]
#15 c1cncc(CSc2nnc3ccc(-c4ccncc4)nn23)c1
  -3.3%, ?, 12.8, ?, 4.8%, 15.8%, 19.7%, -0.4%, 1.8%, -0.7%, -2.5%

Continued.
Order of values: ELG1 genotox, p53 reactivator, Giardia killer, Menin MLL FP TR, Rab9 prom act, BRCA1 expr up, PKM2 activator, FLuc modulator, NPC1 promoter act, RORg inh, VP16 counter
#16 COc1ccc(CCNC(=O)CCc2ccc(S(=O)(=O)NC(C)C)cc2)cc1OC
  0.8%, -0.4%, -13.7, 9.1%, -3.0%, -23.2%, 0.1%, 2.5%, -0.6%, 11.6%, 8.2%
#17 Cc1ccc(C23CC4CC(CC(C(=O)NC(C(=O)O)C(C)C)(C4)C2)C3)cc1 (configuration not stated)
  0.0%, ., 3.5, 10.8%, 3.0%, -15.7%, 0.5%, 3.5%, -1.9%, -12.1%, 3.8%
#18 CC1=CC2=NC(=O)/C(=C/c3coc4ccc(Cl)cc4c3=O)C(=N)N2O1
  -1.0%, -0.1%, 2.5, ., -3.8%, -46.5%, 4.7%, -2.0%, -1.4%, 1.1%, ?
#19 CCn1c(=O)c(CCC(=O)N2CCN(c3ccccn3)CC2)c(C)c2c(C)nn(-c3ccccc3)c21
  -15.8%, -4.6%, -14.2, ., -1.1%, 15.8%, ., 2.4%, 0.1%, -17.0%, 1.4%
#20 O=C(O)CSc1nc2c(cnn2-c2ccccc2)c(=O)n1-c1ccc(Br)cc1
  0.5%, 0.0%, -0.8, -2.6%, -0.6%, 1.7%, 1.9%, 5.4%, -1.1%, 4.6%, -4.7%
#21 COc1cc(F)cc(C2=CC(=O)C[C@H](c3ccc(F)cc3)C2)c1
  -3.9%, -12.3%, 4.8, ., -3.3%, -0.3%, ., 1.0%, 5.4%, ., .
#22 Cc1ccc(S(=O)(=O)Nc2ccc(NC(=O)Nc3cccc(C(F)(F)F)c3)cc2)cc1
  -12.3%, -16.0%, 14.2, ?, -1.5%, -74.5%, 7.6%, 2.6%, -3.2%, ?, ?
#23 CC(=O)Nc1ccc(NC(=O)CN2CCCC(C)C2)c(Cl)c1 (configuration not stated)
  ?, 12.3%, 5.0, -1.3%, 22.9%, 11.2µM*, -15.5%, ?, 29.8%, 27.2%, 10.7%
#24 COc1ccc(CN2C(=O)c3cccnc3C2=O)cc1S(=O)(=O)NC(C)C
  2.4%, 0.1%, -3.6, -3.1%, 2.7%, 20.2%, ., 7.3%, -7.1%, -2.0%, -3.3%
#25 NCCCC[C@@H]1NC(=O)c2cc([N+](=O)[O-])cc(F)c2NCCCC[C@@H](C(N)=O)NC(=O)CNC1=O
  1.9%, 2.9%, -8.1, -13.3%, -6.0%, 23.0%, -0.3%, 4.7%, -1.5%, -4.0%, -2.3%
#26 CCOc1ccc(OCC)c(NC(=O)Cn2c(C)nc3ccccc3c2=O)c1
  -12.1%, -0.4%, -2.1, -6.2%, -1.8%, -7.5%, 1.3%, 0.9%, -5.9%, 13.0%, -5.0%
#27 CSc1ccccc1OCc1cc(C(=O)NCCn2nc(C)cc2C)no1
  -19.1%, -5.0%, -1.7, -0.7%, 10.9%, 12.8%, -0.9%, -13.1%, 0.0%, 23.5%, 3.8%
#28 O=C(CCS(=O)(=O)c1ccccc1)Nc1nccs1
  -0.6%, ?, -12.7, 8.7%, 5.2%, -46.0%, 10.0%, -2.0%, 3.0%, 23.8%, -0.5%
#29 O=C(O)C(Cc1ccccc1)n1cnnn1 (configuration not stated)
  1.0%, ?, -26.0, 3.5%, -4.9%, 5.0%, -4.5%, 2.9%, -2.2%, -9.9%, -5.5%
#30 Cc1nc(NC2CCCCC2)c2nnn(Cc3ccccc3Cl)c2n1
  -3.8%, 3.8%, 20.8, 4.5%, -1.0%, -22.1%, -0.3%, -5.5%, -5.5%, 30.3%, -13.9%

Going on with the list:
Order of values: ELG1 genotox, p53 reactivator, Giardia killer, Menin MLL FP TR, Rab9 prom act, BRCA1 expr up, PKM2 activator, FLuc modulator, NPC1 promoter act, RORg inh, VP16 counter
#31 COc1ccccc1C(=O)Nc1ccncc1
  0.2%, ., -0.9, 3.1%, -3.5%, 11.7%, 0.1%, 5.9%, -1.5%, ?, 5.7%
#32 O=[N+]([O-])c1ccc2[nH]nc(-c3ccccc3)c2c1
  -2.1%, -4.3%, -3.0, 13.7%, 1.1%, -7.8%, -5.6%, -1.5%, -1.8%, 8.0%, -7.6%
#33 CC(O)c1nc2ccc(C(=O)O)cc2[nH]1 (configuration not stated)
  2.6%, -0.3%, -13.7, ., -3.5%, -22.2%, -5.0%, -11.6%, -8.5%, 5.7%, 1.0%
#34 Nc1nonc1-n1nnc(C(=O)N/N=C/c2ccccc2Br)c1CN1CCCC1
  0.9%, -1.9%, 8.5, ?, -3.5%, -4.5%, ., 0.1%, 1.1%, -2.3%, 0.8%
